# Compound activity: PubChem, Broad Institute
# XiGFP reactiv = reactivates the inactive X chromosome in mouse fibroblasts; XiGFP mouse fibroblasts, % GFP-positive cells imaging, 3 d; cells co-treated with 5-aza-dC sensitizer; scaled so ellipticine positive control = 100%; activation, % at 7.58 µM; 0.055% of 360,000 active; AID 743238;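 active = mean normalized replicate activation at least 10% and every replicate at or above 10%; inconclusive = only one of the two criteria met; inactive = mean below 10% and not all replicates reach 10%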;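 also: 0% = median of on-plate neutral control wells and 100% = ellipticine 6 µM median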
#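 material = 68-5-11 XiGFP fibroblast line | medium = DMEM plus 5-aza-dC sensitizer | schedule = 3 days compound exposure | benchmarks = positive control ellipticine, 6 µM final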
# ERp5 inh = blocks human ERp5 reductase activity on insulin. 0.05% of 350,000 active. Q15084. ERp5 insulin aggregation, absorbance 650 nm, 90 min. inhibition, % at 9.99 µM. AID 651711;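 active = mean replicate inhibition above about 25%, with every replicate also reaching it, limit read from the data, passing the limit was not always enough; inconclusive = only one of those two criteria met; inactive = neither criterion met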
# Target sequence (Q15084 whole entry, looked up): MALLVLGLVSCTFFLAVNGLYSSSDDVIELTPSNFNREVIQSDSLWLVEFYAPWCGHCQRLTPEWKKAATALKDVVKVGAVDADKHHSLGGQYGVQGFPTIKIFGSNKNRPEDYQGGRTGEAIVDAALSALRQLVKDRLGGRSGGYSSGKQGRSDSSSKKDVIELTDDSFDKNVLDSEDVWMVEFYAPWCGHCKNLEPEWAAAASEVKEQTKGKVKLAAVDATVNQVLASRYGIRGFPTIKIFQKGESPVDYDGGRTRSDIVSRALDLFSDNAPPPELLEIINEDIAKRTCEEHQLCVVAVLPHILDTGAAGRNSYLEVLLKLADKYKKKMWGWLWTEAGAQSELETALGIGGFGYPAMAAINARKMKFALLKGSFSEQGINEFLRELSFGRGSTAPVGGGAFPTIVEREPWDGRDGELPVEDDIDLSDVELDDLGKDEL
# ARNT TACC3 PPI = disruptors of human ARNT/TACC3 interaction. Q9Y6A5. AlphaScreen His-ARNT PAS-B/GST-TACC3 binding, luminescence; TACC3 fragment carries E629A point mutation. inhibition, % at 9.99 µM. 0.66% of 390,000 active;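 active = mean inhibition of replicates at least 50% and at least half of replicates each reaching 50%; inconclusive = half or more replicates reach 50% but mean below 50%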;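 also: 0% = complete ARNT plus TACC3 wells and 100% = ARNT alone without TACC3; many hits fall short of the cut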
# EWS-Fli inh = inhibitors of EWS/Fli oncoprotein transcriptional activity; A673 NR0B1-luciferase reporter, viability-normalised; inhibition, % at 12.6 µM; 0.67% of 350,000 active; AID 651661;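 active = mean inhibition of at least 50% after viability correction, with every replicate also passing that limit; inconclusive = mean reaches 50% but only one of two replicates passes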;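 also: firefly luciferase signal divided by Alamar Blue viability fluorescence both relative to DMSO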
# GSIS activator = primary screen for activators of insulin secretion dependent on glucose, INS-1E cells, GLuc reporter luminescence; INS-1E GLuc reporter insulin secretion, 2-3 h; activation, % at 16.6 µM; 0.61% of 370,000 active; AID 743287;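 active = lowest replicate activation of at least 40%, so every replicate reaches that level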;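 also: 0% = median of neutral control wells and 100% = median of IBMX positive control wells; some compounds called inactive have numbers as strong as hits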
# F508del corr = CFTR F508del correction in bronchial cells | CFBE cells, YFP halide quenching; stimulated with forskolin plus potentiator P3; % fluorescence drop versus neutral controls | activity (quench increase), % at 7.58 µM | 0.36% of 350,000 active | AID 720511;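 active = mean added fluorescence quench of at least 8% versus neutral control, with both replicates also reaching 8%; inconclusive = only one of the mean or replicate conditions met; inactive = mean below 8% and not both replicates reaching 8%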;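 also: cells transiently co-express mutant CFTR-F508del with the halide-sensitive YFP; corrector assay measuring rescue of mutant channel to the surface after 24 h compound exposure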
# PAX8 inh HTS = lowers PAX8-driven luciferase in RMG-I cells | RMG-I TPO-luciferase reporter, SteadyGlo, 24 h | inhibition, % at 12.6 µM | 1.2% of 360,000 active | AID 652154;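 active = mean replicate inhibition at least 60% with every replicate also reaching 60%; inconclusive = only one of the two criteria is met; inactive = mean below 60% and not all replicates reaching 60%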;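 also: luciferase light reporting Pax8 driven TPO promoter activity; plate controls were median of neutral control wells for no effect and mitoxantrone controls for full effect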
# DENV2 CPE rescue = inhibitors of DENV2 cytopathic effect | 1.7% of 350,000 active | CPE inhibition, % at 9.99 µM | DENV2-infected cells, cytopathic effect rescue, plate reader; in the data active = CPE inhibition above about 20%, passing the limit was not always enough; inconclusive = no clear call, values can overlap the other calls; tested in BHK-21 cells;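 also: 0% = median of neutral control wells and 100% = median of positive control wells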
# * = called active by the depositor; ? = inconclusive; . = not tested or not shown. Not a hit list (roughly 4.2% active in at least one column).
compound	XiGFP reactiv	ERp5 inh	ARNT TACC3 PPI	EWS-Fli inh	GSIS activator	F508del corr	PAX8 inh HTS	DENV2 CPE rescue
C[C@@H]1CCCCO[C@H](CN(C)Cc2ccc(Cl)c(Cl)c2)[C@@H](C)CN([C@H](C)CO)C(=O)c2cc(NC(=O)Nc3cccc4ccccc34)ccc2O1	-0.7	0	-5	6	11	0.8	10	-11
C[C@H](CO)N1C[C@H](C)[C@@H](CN(C)S(=O)(=O)c2ccc(Cl)cc2)Oc2ccc(NS(=O)(=O)c3ccc(Cl)cc3)cc2C1=O	0.3	2	-6	11	-9	-3.3	0	-2
COc1cc(Cn2nnc3ccccc32)ccc1O	0.2	0	-3	2	8	1.7	18	3
CCC(=O)Nc1ccc2c(c1)C(=O)N(C)[C@@H]1CC[C@H](CC(=O)NCc3ccccc3Cl)O[C@@H]1CO2	0.0	0	-3	1	-6	0.2	2	0
COc1ccccc1C(=O)n1nc(-c2ccco2)nc1SC	0.1	-1	-20	-1	-5	0.4	-2	-1
CC1(N(O)/C=C2\C=CC=CC2=O)CCCCC1=O (configuration not stated)	-0.3	0	-11	5	0	-0.5	-17	-7
O=C(C[C@@H]1C[C@@H]2c3cc(NC(=O)C4CCOCC4)ccc3O[C@@H]2[C@@H](CO)O1)NCCN1CCCCC1	0.0	1	-1	-4	-1	-1.4	10	-3
CC(C)C[C@H]1CN([C@@H](CC(C)C)CN2CCC[C@H]2CN2C(=O)C(=O)NC[C@@H]2Cc2ccccc2)C(=O)C(=O)N1CCc1ccccc1	0.0	0	.	-1	10	2.1	-12	19
CC(C)CNC(=S)N1CCN(c2nc3ccccc3s2)CC1	0.1	0	-1	-8	16	-1.0	-6	7
COc1ccc(CNC(=O)C[C@@H]2CC[C@H](NC(=O)c3ccc4c(c3)OCO4)[C@@H](CO)O2)cc1	-0.4	-5	-5	-7	-5	-2.2	-2	0
Cc1ccc(S(=O)(=O)NCC[C@H]2CC[C@H](NC(=O)c3cnccn3)[C@H](CO)O2)cc1	0.0	0	9	4	6	1.7	-2	17
CS(=O)(=O)N1CC(=O)N2[C@@H](CO)[C@@H](c3ccc(C#CC4CCCC4)cc3)[C@@H]2C1	0.4	7	.	12	22	0.9	.	-1
CCOc1ccc(C(C)=O)cc1COC(=O)C(C)N=C1NS(=O)(=O)c2ccccc21 (configuration not stated)	0.0	3	5	7	0	-3.4	2	0
NNC(=O)CCN1CCN(Cc2ccccc2)CC1	0.2	-2	10	-5	20	-0.1	-8	3
COc1ccc2oc(C(=O)CCC(=O)O)c(N)c2c1	0.6	4	-4	4	-11	1.9	14	-3
O=c1c2ccccc2nc2oc3ccccc3n12	0.0	-1	-4	-102	-3	4.2	-207	-7
CCCC(C)c1nnc(NC(=O)C2CC(=O)N(CCc3ccc(F)cc3)C2)s1 (configuration not stated)	0.0	-2	-3	8	-2	1.3	6	-2
C[C@@H]1CCCCO[C@H](CN(C)S(C)(=O)=O)[C@@H](C)CN([C@H](C)CO)C(=O)c2cc(NC(=O)CCCN(C)C)ccc2O1	-0.3	.	.	0	10	-4.8	-13	.
CCN(CC)CCNC(=O)c1ccc(NC(=O)c2cccc(S(=O)(=O)N3CCCCCC3)c2)cc1	0.0	0	.	0	.	1.0	5	-3
COc1ccc(NC(=O)CC2C(=O)N(c3ccc(Cl)cc3)C(=S)N2CCc2ccccn2)cc1 (configuration not stated)	0.0	-6	-12	-1	-28	-1.8	31	-8
COC(=O)[C@@H]1[C@@H](CO)[C@@H]2Cn3c(ccc(C4=CCCCC4)c3=O)[C@@H]2N1C(=O)C1CCCC1	0.0	-1	11	3	6	.	.	7
CCCSc1nc2[nH]ncc2c(=O)[nH]1	0.2	.	3	.	54*	.	5	.
COC(=O)c1cc(OC)c(OC)cc1NC(=O)Nc1ccccc1F	0.0	-2	.	0	.	0.6	5	-2
CCCNC(=O)C[C@@H]1C[C@H]2c3cc(NC(=O)Cc4ccncc4)ccc3O[C@H]2[C@@H](CO)O1	-0.1	.	4	-2	-1	0.5	-12	19
COc1ccccc1CNC(=O)c1cc(-c2ccccc2C)nn1CC1CC(c2cccnc2)=NO1 (configuration not stated)	0.0	.	4	6	0	-1.3	7	.
C[C@H]1CN([C@@H](C)CO)C(=O)c2cccc(N(C)C)c2O[C@@H]1CN(C)Cc1ccccc1	0.2	-5	-7	0	17	1.1	-1	-3
COc1cccc(CC(=O)Nc2cc(S(=O)(=O)N3CCCCC3)ccc2C)c1	0.0	5	6	5	-30	-1.9	2	1
C[C@H]1CN([C@@H](C)CO)C(=O)Cc2cc(NC(=O)C3CC3)ccc2O[C@@H]1CN(C)S(=O)(=O)c1ccc(F)cc1	0.0	-2	-5	-5	0	-2.4	.	?
Cc1cc(C)c(C(=O)COC(=O)c2c(C)noc2C)cc1C	0.0	.	0	-11	1	-0.6	-12	0
N#Cc1cc[n+](CC(=O)c2ccc(NC(=O)c3ccccc3)cc2)cc1	0.1	-7	-18	-14	.	1.3	11	11

# Additional compounds
compound	XiGFP reactiv	ERp5 inh	ARNT TACC3 PPI	EWS-Fli inh	GSIS activator	F508del corr	PAX8 inh HTS	DENV2 CPE rescue
O=C1OC(/C=C/c2ccccc2)=NC/1=C\c1cccnc1	0.1	.	-11	.	6	.	17	.
O=C(c1cccc(F)c1)N1C[C@@H]2[C@H](c3ccccc31)[C@H](CO)N2Cc1cocn1	0.3	0	-2	1	1	3.9	3	-1
CCNC(=O)C[C@H]1C=C[C@@H](NS(=O)(=O)c2ccc(F)cc2)[C@@H](CO)O1	0.1	2	14	0	20	-0.4	1	0
COc1ccc(NC(=O)N(C)C[C@H]2OCCCC[C@@H](C)Oc3ccc(NC(=O)Cc4ccccc4)cc3C(=O)N([C@@H](C)CO)C[C@@H]2C)cc1	-0.1	5	9	-13	-17	-3.1	.	2
CCOC(=O)c1c(C(=O)OCC)c(C)n(CCc2ccccc2)c1C	0.4	.	0	.	-28	.	11	.
CCn1ccnc1CN(C)C(=O)c1ccc2nc(Cc3ccc(OC)cc3)oc2c1	0.0	3	-3	.	0	2.3	3	2
CCN(C(=O)C(=O)c1c[nH]c2ccccc12)c1ccccc1	0.0	1	-7	8	7	0.1	21	-2
C=CCc1cccc(OC)c1OCCOCCn1ccnc1	0.0	1	-8	19	5	-3.6	17	2
COc1ccc(-c2noc(N3CCC(C(=O)NCCCN4CCCC(C)C4)CC3)n2)cc1 (configuration not stated)	0.0	-5	2	2	.	1.3	5	?
COc1ccc(/C=N/NC(=O)C2COc3ccccc3O2)cc1OC (configuration not stated)	0.0	-2	0	2	1	1.7	6	.
O=C(CSc1nc2ccccc2c(=O)n1-c1ccc(F)cc1F)NC1CC1	0.0	1	.	-6	.	1.9	-10	-2
CN1C(=O)c2cc(NC(=O)c3cccc(F)c3)ccc2OC[C@H]2O[C@@H](CC(=O)O)CC[C@H]21	0.0	.	-3	0	3	3.3	-10	-1
N/C(=N\OC(=O)/C=C/c1ccccc1Cl)c1ccncc1	0.2	12	10	-21	11	0.7	-56	-8
CCCN[C@@H]1C(=O)N2C(C(=O)OCCC)=C(C)CS[C@H]12	0.1	4	-1	-2	.	1.0	2	72*
COc1ccc(S(=O)(=O)N(C)C[C@@H]2Oc3c(NS(=O)(=O)c4ccc(F)cc4)cccc3C(=O)N([C@@H](C)CO)C[C@@H]2C)cc1	0.0	.	.	-2	-15	0.4	11	-12
COc1cccc(Sc2ccccc2/C=N/NC(N)=O)c1	0.0	6	-4	54*	2	8.8*	32	1
CCN(CC)S(=O)(=O)c1ccc(C(=O)NCc2ccc3c(c2)cc(C)n3C)cc1	0.1	-3	-15	-7	.	-0.4	16	-10
CCCN1C[C@@H](C)[C@@H](OC)CN(C)C(=O)c2ccc(NC(=O)COC)cc2OC[C@H]1C	0.6	3	-4	-15	7	.	-19	1
CCn1c(CNC(=O)c2ccc(OC)c(OC)c2)nnc1SCC(=O)Nc1ccccc1	0.0	0	-4	4	7	1.9	16	-1
COc1ccc(CCNC(=O)c2ccc(Cl)cc2)cc1OC	0.0	3	-4	2	0	0.8	10	9
CC(C)c1cc(C(=O)NCCc2cccs2)c(N)s1	0.4	-3	.	-63	.	-2.8	-61	?
COc1cccc(-c2nnc(-c3ccccc3[N+](=O)[O-])o2)c1	0.0	10	-3	-123	4	1.6	-223	0
CCOC(=O)c1c(C)[n+](-c2ccc(C)cc2)c(CC)c2cc(OC)c(OC)cc12	0.1	2	-1	19	2	3.3	29	2
CC1=CC(C)C2(COC(=O)Nc3ccccc3)COC(C)C1C2C (configuration not stated)	0.0	2	-23	-12	-11	.	-8	-3
Cc1cc(C(=O)N2CCC2(C)C(=O)NS(=O)(=O)c2cccc(OC(F)F)c2)nn1C (configuration not stated)	0.0	-6	.	10	-4	-1.2	-13	-16
COc1cccc(CNC(=O)C[C@H]2C=C[C@@H](NC(=O)C3CCOCC3)[C@@H](CO)O2)c1	0.0	-2	-1	1	0	0.7	-18	7
Cc1noc(C)c1S(=O)(=O)Nc1ccc2c(c1)C(=O)N([C@@H](C)CO)C[C@H](C)[C@@H](CN(C)S(=O)(=O)c1ccc(Cl)cc1)OCCCC[C@@H](C)O2	0.1	8	-2	16	-16	-0.7	?	19
CCCc1cc(C(=O)N2CCCC(Cc3ccccc3C)(C(=O)OCC)C2)no1 (configuration not stated)	0.3	-2	-2	0	-31	0.9	-1	-2
CC(=O)N1CCOc2ccc(S(=O)(=O)N3CCC(C)CC3)cc21	1.2	0	-7	-4	23	-1.8	-15	1
O=C(C[C@H]1CC[C@@H]2[C@H](COC[C@H](O)CN2Cc2ccc(C(F)(F)F)cc2)O1)NCCc1ccccc1	0.1	0	-2	.	-19	0.8	.	2
COCC(=O)N(C)C[C@H]1Oc2ncc(C3=CCCCC3)cc2C(=O)N([C@H](C)CO)C[C@@H]1C	-0.5	5	-3	-6	4	-1.7	.	18

# Ordered by SMILES length (highest first): some entries from above.
compound	XiGFP reactiv	ERp5 inh	ARNT TACC3 PPI	EWS-Fli inh	GSIS activator	F508del corr	PAX8 inh HTS	DENV2 CPE rescue
COc1cccc(CNC(=O)C[C@H]2C=C[C@@H](NC(=O)C3CCOCC3)[C@@H](CO)O2)c1	0.0	-2	-1	1	0	0.7	-18	7
CCCc1cc(C(=O)N2CCCC(Cc3ccccc3C)(C(=O)OCC)C2)no1 (configuration not stated)	0.3	-2	-2	0	-31	0.9	-1	-2
O=C(CSc1nc2ccccc2c(=O)n1-c1ccc(F)cc1F)NC1CC1	0.0	1	.	-6	.	1.9	-10	-2
CC(=O)N1CCOc2ccc(S(=O)(=O)N3CCC(C)CC3)cc21	1.2	0	-7	-4	23	-1.8	-15	1
